NS5 inhibitors = Dengue-2 NS5 methyltransferase inhibitors, primary screen, biochemical, confirmation dose response (AID 588689). Dengue-2 NS5 methyltransferase capping enzyme assay, biochemical; higher % means a stronger effect. one-dose inhibition, % at 25 µM; IC50 in µM for titrated hits. 340,000 tested, 0.3% active; in the data active means a potency from the dose series; inconclusive means inhibition above about 29% without an active follow-up result
Myeloid diff MLP = promotes myeloid progenitor differentiation; AID 624256; ER-HoxA9 myeloid progenitors, lysozyme-GFP differentiation, flow cytometry; 360,000 tested, 1% active; calls only at 10 µM;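 active means normalized GFP-positive differentiation at or above the plate's own cutoff, the solvent-only control mean plus 3 SD; inconclusive means no clear call, values can overlap the other calls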;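 further: cells exposed to compound for four days before flow analysis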
NS5 inhibitors pilot replicate = also measured in NS5 inhibitors; calls as there; inhibition, %; measured here: pilot screen replicate inhibition
Myeloid diff MLP GFP+ MAC1+ % = also measured in Myeloid diff MLP; calls as there; GFP+ MAC1+ double positive, %; measured here: differentiation confirmed by MAC1 staining
Starred values were filed as active, the others as inactive; i = inactive; u = inconclusive; x = not tested or not shown.

SMILES	NS5 inhibitors	Myeloid diff MLP	Myeloid diff MLP GFP+ MAC1+ %	others
O=C(COC(=O)c1cc(S(=O)(=O)N2CCCC2)ccc1O)Nc1ccc(F)cc1F	-3%	i	0.8
O=C(CNC(=O)c1ccc2c(c1)S(=O)(=O)N=C1CCCCCN12)Nc1ccc(F)c(F)c1	-5%	i	0.7
C[C@@H]1CN([C@@H](C)CO)C(=O)CCCn2nncc2CO[C@H]1CN(C)Cc1ccccc1	-4%	i	1.3
CCN1C(=O)[C@H]2[C@@H](c3ccc(-c4ccc(C(C)=O)cc4)c(OC)c3)N[C@@](Cc3ccccc3)(C(=O)OC)[C@H]2C1=O	3%	i	1.7
C=CCN1C=C2C(=O)C(C)(OC(=O)c3cnc4ccccc4n3)C(=O)C=C2C=C1/C=C/COC (stereo unspecified)	33%	i	0.5
CCCCn1c(N)c(N(CC(C)C)C(=O)C2CC(=O)N(c3ccccc3C(C)CC)C2)c(=O)[nH]c1=O (stereo unspecified)	6%	i	0.2
Cc1ccc(S(=O)(=O)N(C)C)cc1NC(=O)COC(=O)C1CC1	-5%	i	1.2
CCOc1ccccc1OCCC(=O)Nc1ccc2c(c1)OCO2	4%	i	0.6
O=C(COC(=O)c1ccc(OC(F)(F)F)cc1)NCCN1C(=O)CSC1=O	-2%	i	0.6
C[C@H]1CN([C@@H](C)CO)C(=O)c2cc(C#Cc3ccccn3)cnc2O[C@@H]1CN(C)Cc1ccccc1	2%	i	0.4
O=Cc1ccc(F)c([B-](F)(F)F)c1	-6%	i	0.5
CCCNC(=O)N(C)C[C@@H]1Oc2ncc(Br)cc2C(=O)N([C@H](C)CO)C[C@@H]1C	-1%	i	1.1
CCN(CC)S(=O)(=O)c1ccc(NC(=O)c2ccc(OCC3CCCO3)cc2)cc1 (stereo unspecified)	3%	i	1.2
CCOCCn1[nH]c2ccccc2c1=O	7%	i	1.1
O=C(Cc1ccc(NC(=O)C2CCN(C(=O)c3ccccc3)CC2)cc1)Nc1cccc(C(=O)N2CCCC2)c1	-1%	i	0.7
CC(=O)OCC(=O)C1(O)CCC2C3CC(C)C4=CC(=O)C=CC4(C)C3=CCC21C (stereo unspecified)	5%	i	0.9
O=C(C[C@@H]1C/C=C\CCC(=O)O[C@H](c2ccccc2)CNC1=O)N[C@H](CO)Cc1ccccc1	6%	i	1.1
COc1cc(-c2nc3ccccn3c2/N=C/c2cc(OC)c(OC)c(OC)c2)ccc1O	-2%	i	1.6
O=C(c1ccc(S(=O)(=O)Nc2ccccc2F)cc1)N1CCN(c2ccccc2O)CC1	-4%	i	0.6
CC1CCC(NC(=O)c2cc(Cl)nc3ccccc23)CC1 (stereo unspecified)	-4%	i	0.4
CCN1CCN(c2ccc(N3CCN(S(=O)(=O)c4ccc(C)c([N+](=O)[O-])c4)CC3)nn2)CC1	4%	i	1.5
COc1ccc(OC)c(S(=O)(=O)N2CCC3(CC2)OCCN3S(=O)(=O)c2ccccc2)c1	-6%	i	1.0
CN(CCOc1ccc(Cl)cc1)C(=O)c1ccc2c(=O)n3c(nc2c1)CCC3	-2%	i	0.8
O=C(Nc1ccccc1)N(CCc1ccncc1)C1CCCCC1	-2%	i	2.6
Cc1ccc(C)c(-n2sc3ccc(F)cc3c2=O)c1	-22%	i	1.3
O=S1c2ccccc2Oc2ccccc21	2%	i	0.8
Cc1cc(C)cc(NC(=O)CSc2nnc(-c3ccncc3)o2)c1	4%	i	0.7
CCC1(c2ccccc2)NC(=O)N(CC(=O)NCC2COc3ccccc3O2)C1=O (stereo unspecified)	1%	i	1.0
COc1ccc(NC(=O)/C=C/c2ccc(S(=O)(=O)N3CCOCC3)cc2)cc1	-11%	i	0.2
COc1ccccc1NC(=O)NC1CC(=O)N(c2ccc3c(c2)OCCO3)C1 (stereo unspecified)	-1%	i	1.0
COc1ccc(C(=O)Nc2nc(CC(=O)NCCc3ccccc3)cs2)cc1	-1%	i	0.5
CN(C(=O)C1CCN(S(=O)(=O)c2ccccc2[N+](=O)[O-])CC1)C1CCCCC1	-7%	i	0.6
Cc1ccc(S(=O)(=O)CCC(=O)OCC(=O)N(Cc2ccccc2)C(C)C)cc1	-12%	i	0.9
CC(OC(=O)C1CCCC1)C(=O)Nc1ccc(C(N)=O)cc1 (stereo unspecified)	-2%	i	0.6
COC(=O)[C@@H](CC(C)C)N(Cc1ccccc1)S(=O)(=O)N(Cc1ccccc1)[C@@H](CC(C)C)C(=O)OC	4%	i	3.0
NS(=O)(=O)c1ccc(CCNC(=O)COC(=O)c2nc(Cl)ccc2Cl)cc1	-6%	i	0.5
CCn1c(SC(C)C(=O)NCC2CCCO2)nc2scc(-c3ccccc3)c2c1=O (stereo unspecified)	4%	i	0.9
COc1cccc(NC(=O)CN(C)C(=O)CSc2nc(C)cc(C)n2)c1	-6%	i	1.0
COc1ccccc1C(=O)CN1C(=O)NC2(CCCc3ccccc32)C1=O (stereo unspecified)	-7%	i	0.9
O=C(COC(=O)c1ccc(Cl)nc1)NC(=O)c1ccc(OC(F)F)cc1	-12%	i	0.3
CN1CCN(c2ccc(NC(=O)c3cc(S(N)(=O)=O)ccc3N3CCOCC3)cc2)CC1	0%	i	1.8
CCOCCn1c(=O)c2c(nc3n2CCN3c2ccc(CC)cc2)n(C)c1=O	-14%	i	0.2
CCOC(=O)C1C(C(=O)OCC)C(C)(C)C1N(C)C (stereo unspecified)	-6%	i	1.2
Cc1cc(=O)[nH]c(SCC(=O)N2CC3(C)CC2CC(C)(C)C3)n1 (stereo unspecified)	-1%	i	0.9
COc1cc(C#Cc2ccc3cc(C(C)(C)O)oc(=O)c3c2)cc(OC)c1	2%	i	0.4
CSCCC(NC(=O)c1ccccc1Cl)C(=O)N1CC(C)OC(C)C1 (stereo unspecified)	-5%	i	0.7
COc1cc(C)c(NC(=O)c2cccc(S(=O)(=O)N3CCCC3)c2)cc1OC	-12%	i	0.7
COCc1ccc(-c2ccc3c(c2)c(C#Cc2ccsc2)c(-c2cc(OC)cc(OC)c2)n3C)cc1	-4%	i	2.6
CC1(c2ccc(OC(F)F)cc2)NC(=O)N(CC(=O)N2CCN(C(=O)c3ccco3)CC2)C1=O (stereo unspecified)	-1%	i	0.8
C[C@H](CO)N1C[C@H](C)[C@@H](CN(C)C)OCc2cnnn2CCCC1=O	-2%	i	1.2

In the list so far, these contain an NH in an aromatic ring:
SMILES	NS5 inhibitors	Myeloid diff MLP	Myeloid diff MLP GFP+ MAC1+ %	others
CCCCn1c(N)c(N(CC(C)C)C(=O)C2CC(=O)N(c3ccccc3C(C)CC)C2)c(=O)[nH]c1=O (stereo unspecified)	6%	i	0.2
CCOCCn1[nH]c2ccccc2c1=O	7%	i	1.1
Cc1cc(=O)[nH]c(SCC(=O)N2CC3(C)CC2CC(C)(C)C3)n1 (stereo unspecified)	-1%	i	0.9

The listing continues.
SMILES	NS5 inhibitors	Myeloid diff MLP	Myeloid diff MLP GFP+ MAC1+ %	others
NC(=O)c1ccsc1NC(=O)CN1CCN(S(=O)(=O)c2ccccc2C(F)(F)F)CC1	-1%	i	1.3
O=C(COC(=O)C1CCC1)Nc1cc(S(=O)(=O)N2CCOCC2)ccc1Cl	-2%	i	1.5
COc1ccc2[nH]c3c(c2c1)CCN1C(=O)C(CC(=O)NCC24CC5CC(CC(C5)C2)C4)C[C@H](C(=O)N2CCOCC2)[C@@]31C (stereo partly specified)	-7%	i	0.5	NS5 inhibitors pilot replicate=1.5
CC(Sc1nnc(-c2ccccc2F)n1C)C(=O)NC1CCCCC1 (stereo unspecified)	-2%	i	1.1
COc1ccc(-c2csc(NC(CO)c3nc4ccccc4n3CCCO)n2)cc1 (stereo unspecified)	-12%	i	0.4
CN(CC(=O)Nc1ccccc1Cl)C(=O)COC(=O)/C=C/c1cccs1	1%	i	1.1
COc1ccc2c(ccc[n+]2[O-])c1	9%	i	2.3
COc1ccc(-c2c(-c3ccsc3)oc(=O)c3cc(OC)c(OC)cc23)cc1	1%	i	1.6
O=C(O)c1ccccc1C(=O)c1ccc(F)c(F)c1	-2%	i	0.1
CCOc1ccc(S(=O)(=O)NCCC(=O)NCc2cccnc2)cc1	-7%	i	0.8
CC(C)CN(C(=O)COC(=O)Cc1c[nH]c2ccccc12)c1c(N)n(Cc2ccccc2)c(=O)[nH]c1=O	-10%	i	1.0
Cc1c(Cc2ccccc2)c(=O)[nH]c(=O)n1C	-4%	i	0.6
Clc1cccc(-c2ccc(-c3nc4ccccn4c3NCc3ccccc3)cc2)c1	-6%	i	0.3
Cc1ccc(S(=O)(=O)C(NC(=O)c2ccccc2)=C(Cl)Cl)cc1	-2%	i	0.6
COCCn1c(N)c(N(Cc2ccccc2)C(=O)COc2ccccc2F)c(=O)[nH]c1=O	3%	i	0.3
Cc1noc(C)c1S(=O)(=O)N(C)C[C@@H]1OCc2cnnn2CCCC(=O)N([C@@H](C)CO)C[C@H]1C	3%	i	0.8
COc1cc2c(cc1OC)NC(=O)C2	2%	i	1.2
CN1C[C@@H]2[C@@H]3C(=O)N(Cc4ccccc4)C(=O)[C@@H]3[C@](Cc3ccccc3)(C1=O)N2C(=O)c1ccc(F)cc1	-6%	i	1.5
COc1ccc([C@@H]2CC=C(C(=O)O)CN2S(=O)(=O)c2ccc(C)cc2)cc1OC	-9%	i	1.5
Cc1ccnc(NC(=O)C(C)N2C(=O)c3ccccc3S2(=O)=O)c1 (stereo unspecified)	3%	i	1.1
Cc1cn([C@H]2C[C@H](O)[C@@H](CNCC3=Cc4cc(O)ccc4OC3)O2)c(=O)[nH]c1=O	1%	i	0.7
CCOC(=O)C(=NO)C1=CSC2=NNC(C)(C)N12	2%	i	1.0
CC(C)Cc1nccs1	-5%	i	1.4
CC(C)C(=O)Nc1ccc(C(=O)CN2C(=O)NC3(CCOc4ccccc43)C2=O)cc1 (stereo unspecified)	-10%	i	1.1
CC(C)(C)NC(=O)C(c1ccc(-c2ccccc2)cc1)N(C[C@H]1CC[C@@H]([C@@H]2CC[C@H](CO)O2)O1)C(=O)c1ccccc1F (stereo partly specified)	-5%	i	0.6	NS5 inhibitors pilot replicate=0.9
CCOc1ccccc1OCCC(=O)NNC(=O)Cn1nc(C)cc1C	-8%	i	0.9
CCNC(=O)N(C)C[C@H]1N[C@@](CC)(C(=O)OC)[C@H]2C(=O)N(C)C(=O)[C@@H]12	-5%	i	0.8
O=C(CC1SC(N2CCCC2)=NC1=O)Nc1ccc(C(=O)NCc2ccccc2F)cc1 (stereo unspecified)	-4%	i	3.1
CCOc1ccc(S(=O)(=O)N2CCOCC2)cc1NC(=O)CSCc1ccc(C)cc1	-1%	u	x
O=C(NCCc1ccccc1)c1ccc(NS(=O)(=O)c2ccc3[nH]c(=O)[nH]c3c2)cc1	-1%	i	0.3

A section of the results above, for reference:
SMILES	NS5 inhibitors	Myeloid diff MLP	Myeloid diff MLP GFP+ MAC1+ %	others
Cc1cn([C@H]2C[C@H](O)[C@@H](CNCC3=Cc4cc(O)ccc4OC3)O2)c(=O)[nH]c1=O	1%	i	0.7
CCOC(=O)C(=NO)C1=CSC2=NNC(C)(C)N12	2%	i	1.0
CC(C)Cc1nccs1	-5%	i	1.4

(listing goes on)
SMILES	NS5 inhibitors	Myeloid diff MLP	Myeloid diff MLP GFP+ MAC1+ %	others
COc1ccccc1CCNC(=O)CSc1nc(=O)[nH]c2c1CCC2	-2%	i	0.4
CC1(C)NC(=O)N(CCC(=O)Nc2cc(C(F)(F)F)ccc2Cl)C1=O	-7%	i	0.8
COc1cc(/C=C(\C(=O)O)c2ccc(S(=O)(=O)N3CCCC3)s2)cc(OC)c1	8%	i	0.5
CCOC(=O)C1CCN(C(=O)c2ccc3c(=O)n4nc(Nc5ccccc5)sc4nc3c2)CC1	-6%	i	0.4
C=C[C@@H]1c2ccccc2N(S(=O)(=O)c2ccc(C)cc2)[C@H](c2ccc(C(F)(F)F)cc2)C1(C#N)C#N	3%	i	1.7
Cc1ccc(NC(=O)C2CCN(S(=O)(=O)c3ccc4c(c3)OCCO4)CC2)c(O)c1	-1%	i	0.9
O=C(CSc1nnc2ccccn12)NC(=O)c1ccccc1Cl	3%	i	0.1
CC1(C)CC=CC(COC(=O)c2ccccc2C(=O)O)C1 (stereo unspecified)	1%	i	1.9
COc1ccc(S(=O)(=O)N2CCCCCC2)cc1C(=O)NCc1ccccc1Cl	-9%	i	0.3
C[C@@H]1CN([C@H](C)CO)C(=O)CCCn2nncc2CO[C@@H]1CN(C)C(=O)c1ccccc1	-1%	i	1.1
Cc1c(N(C)S(=O)(=O)c2ccc(Cl)c(C(=O)NCC3CCCO3)c2)c(=O)n(-c2ccccc2)n1C (stereo unspecified)	3%	i	0.9
Cc1ccc2cc(C#N)c(N3CCCN(S(=O)(=O)c4ccccc4)CC3)nc2c1C	-6%	i	5.0
O=c1[nH]nnc2cc(Cl)ccc12	1%	i	0.6
COCc1cc(C)nc(SCc2ccc(Br)cc2)c1C#N	-2%	i	0.6
COc1cccc(C(=O)NCCS(=O)(=O)NCc2ccc(Cl)cc2)c1	-7%	i	0.5
CN(CC(=O)Nc1ccc(N2CCOCC2)cc1)C(=O)Cc1ccccc1	-10%	i	1.2

Quoted at random: 5 compounds from above
SMILES	NS5 inhibitors	Myeloid diff MLP	Myeloid diff MLP GFP+ MAC1+ %	others
Cc1cc(C)cc(NC(=O)CSc2nnc(-c3ccncc3)o2)c1	4%	i	0.7
C=C[C@@H]1c2ccccc2N(S(=O)(=O)c2ccc(C)cc2)[C@H](c2ccc(C(F)(F)F)cc2)C1(C#N)C#N	3%	i	1.7
O=C(CNC(=O)c1ccc2c(c1)S(=O)(=O)N=C1CCCCCN12)Nc1ccc(F)c(F)c1	-5%	i	0.7
NS(=O)(=O)c1ccc(CCNC(=O)COC(=O)c2nc(Cl)ccc2Cl)cc1	-6%	i	0.5
Cc1noc(C)c1S(=O)(=O)N(C)C[C@@H]1OCc2cnnn2CCCC(=O)N([C@@H](C)CO)C[C@H]1C	3%	i	0.8

High-throughput results as filed in PubChem BioAssay.

This is a subset. The share of hits here may be higher or lower than overall.
